Screening data deposited in PubChem BioAssay by several laboratories.
MsrA inhibitor = inhibitors of bovine MsrA; purified bovine MsrA, absorbance read-out; inhibition, % at 15.5 µM; 0.75% of 360,000 active; in the data active = inhibition above about 4.5%;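 note: 0% = vehicle wells with enzyme and 100% = reference inhibitor wells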
FAS TE block = inhibitors of human fatty acid synthase thioesterase domain | P49327 | recombinant FAS-TE, OMFH fluorogenic substrate, fluorescence endpoint | inhibition, % at 15 µM | 0.67% of 360,000 active | AID 602261;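 active = compounds whose normalised, plate-corrected inhibition of enzyme fluorescence in the single-dose primary screen is 50% or more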;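 note: 0% = DMSO with enzyme and 100% = substrate without enzyme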
Tb MetRS inh = blocks T. brucei methionyl-tRNA synthetase activity; purified T. brucei MetRS, ATP depletion, Kinase-Glo luminescence; inhibition, % at 11.9 µM; 0.4% of 360,000 active;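 active = inhibition above a per-plate cutoff of the control wells' mean inhibition plus 3 SD, cut at about 5.5% in these data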;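 note: 0% = DMSO wells median and 100% = median of wells with control inhibitor compound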
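Assay system: T. brucei methionyl-tRNA synthetase, purified | Medium: HEPES buffer with MgCl2, KCl, DTT, spermine, BSA, pyrophosphatase | Compound: 11.9 µM single point | Incubation: 15 min enzyme-compound preincubation, 2 h reaction, 10 min detection, 25 °C | Measured by: Kinase-Glo luciferase luminescence reporting remaining unconsumed ATP | Measure: % inhibition normalized to control-well medians | Replication: Singlicate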
PABP1 MLLE inh = blocks PAM2 peptide binding to the PABP1 MLLE domain. P11940. GST-MLLE / FITC-PAM2 fluorescence polarization. 0.36% of 360,000 active. inhibition, % at 20 µM; in the data active = inhibition above about 35%, passing the limit was not always enough;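 note: plate controls were DMSO wells with GST-MLLE for no effect and wells lacking GST-MLLE protein for full effect; some results filed as inactive read as strong as hits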
MsrA act = activators of bovine methionine sulfoxide reductase A. 0.3% of 360,000 active. activation, % at 10.6 µM. AID 602163. purified bovine MsrA, absorbance read-out; in the data active = activation above about 7.5%;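 note: 0% = vehicle and 100% = reference activator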
Neddyl block = cullin neddylation inhibition | calls only at 25 µM | TR-FRET cullin neddylation, biochemical | 0.58% of 360,000 active; in the data active = inhibition above about 36%
eLon inh = inhibitors of E. coli Lon protease; P0A9M0; purified E. coli Lon protease, fluorescence polarization; inhibition, % at 7.94 µM; 0.42% of 360,000 active; in the data active = inhibition above about 13%, passing the limit was not always enough;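 note: 0% = enzyme with probe and DMSO and 100% = no enzyme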
CSN inh = inhibitors of human CSN-mediated cullin deneddylation | AID 651999 | inhibition, % at 12.5 µM | 0.38% of 360,000 active | Purified CSN, SCF-Nedd8-OG deneddylation, fluorescence polarization | Q92905;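 active = pattern-corrected inhibition above about 35%, with an unprinted fluorescence ratio check between 0.5 and 1.5, limit read from the data, passing the limit was not always enough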;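 note: 0% = enzyme with substrate and 100% = substrate without enzyme; some results filed as inactive read as strong as hits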
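Assay system: purified human Csn5 enzyme expressed in HEK293T cells; measure: % inhibition; also added: SCFSkp2-Nedd8OG substrate at 10 nM final; technique: fluorescence polarization; times: reaction 90 min, room temperature; medium: Tris buffer pH 7.5, NaCl, DTT, Tween-20, trehalose, ovalbumin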
Rin1 Abl inh = inhibitors of human Rin1-Abl protein interaction | P00519+Q13671 | TR-FRET Rin1/Abl binding, biochemical | inhibition, % at 7.35 µM | 0.4% of 360,000 active; in the data active = inhibition above about 5%, passing the limit was not always enough
Target sequence (P00519 whole entry, looked up): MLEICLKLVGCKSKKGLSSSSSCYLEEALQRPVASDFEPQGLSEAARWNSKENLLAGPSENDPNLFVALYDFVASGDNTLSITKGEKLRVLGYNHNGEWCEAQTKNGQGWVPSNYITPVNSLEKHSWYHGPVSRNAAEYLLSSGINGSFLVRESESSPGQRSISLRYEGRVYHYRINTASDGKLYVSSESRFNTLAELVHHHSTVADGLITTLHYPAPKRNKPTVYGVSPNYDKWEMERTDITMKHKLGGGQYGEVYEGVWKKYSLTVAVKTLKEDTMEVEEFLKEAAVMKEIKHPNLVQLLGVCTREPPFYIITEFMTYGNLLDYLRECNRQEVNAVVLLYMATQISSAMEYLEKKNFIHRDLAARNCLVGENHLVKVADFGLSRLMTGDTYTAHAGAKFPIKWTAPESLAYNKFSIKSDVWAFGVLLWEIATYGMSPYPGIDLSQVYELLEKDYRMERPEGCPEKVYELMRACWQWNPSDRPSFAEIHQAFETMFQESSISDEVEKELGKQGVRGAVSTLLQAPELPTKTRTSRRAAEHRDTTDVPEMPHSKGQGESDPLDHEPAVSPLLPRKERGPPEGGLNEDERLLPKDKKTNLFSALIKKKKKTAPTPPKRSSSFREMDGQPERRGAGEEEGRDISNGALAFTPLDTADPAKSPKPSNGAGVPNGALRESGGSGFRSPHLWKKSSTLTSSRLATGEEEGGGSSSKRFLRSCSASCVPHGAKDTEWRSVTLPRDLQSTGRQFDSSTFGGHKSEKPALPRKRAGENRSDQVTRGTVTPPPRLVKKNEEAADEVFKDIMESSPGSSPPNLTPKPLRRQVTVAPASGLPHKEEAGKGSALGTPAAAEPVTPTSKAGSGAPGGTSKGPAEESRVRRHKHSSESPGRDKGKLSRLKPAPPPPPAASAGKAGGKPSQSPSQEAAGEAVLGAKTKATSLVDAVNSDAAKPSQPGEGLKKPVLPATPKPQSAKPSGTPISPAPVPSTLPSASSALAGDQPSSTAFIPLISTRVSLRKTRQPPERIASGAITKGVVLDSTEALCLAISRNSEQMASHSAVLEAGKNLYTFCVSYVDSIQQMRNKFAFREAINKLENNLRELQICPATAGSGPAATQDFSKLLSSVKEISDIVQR
Target sequence (Q13671 whole entry, looked up): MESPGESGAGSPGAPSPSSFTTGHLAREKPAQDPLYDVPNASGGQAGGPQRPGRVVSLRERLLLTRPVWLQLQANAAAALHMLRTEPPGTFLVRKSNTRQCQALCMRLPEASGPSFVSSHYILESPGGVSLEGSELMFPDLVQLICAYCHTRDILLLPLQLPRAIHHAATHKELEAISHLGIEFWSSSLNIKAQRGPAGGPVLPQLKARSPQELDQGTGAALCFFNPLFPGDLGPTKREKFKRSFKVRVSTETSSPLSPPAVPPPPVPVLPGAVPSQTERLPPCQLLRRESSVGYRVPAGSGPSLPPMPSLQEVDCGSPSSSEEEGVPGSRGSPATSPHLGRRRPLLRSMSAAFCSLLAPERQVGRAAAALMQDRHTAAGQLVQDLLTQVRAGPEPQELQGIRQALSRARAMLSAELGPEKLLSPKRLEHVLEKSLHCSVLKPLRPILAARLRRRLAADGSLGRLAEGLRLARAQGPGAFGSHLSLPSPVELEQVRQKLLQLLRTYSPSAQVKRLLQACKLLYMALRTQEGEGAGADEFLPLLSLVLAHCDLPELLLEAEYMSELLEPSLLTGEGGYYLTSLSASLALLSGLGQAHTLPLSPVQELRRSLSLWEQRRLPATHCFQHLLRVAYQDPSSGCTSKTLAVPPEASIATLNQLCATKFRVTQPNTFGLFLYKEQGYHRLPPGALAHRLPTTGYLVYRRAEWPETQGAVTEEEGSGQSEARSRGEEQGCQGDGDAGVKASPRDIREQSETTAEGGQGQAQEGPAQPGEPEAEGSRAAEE
An asterisk follows results filed as active; i = inactive; nt = not tested or not shown; + = active, no number.

1: CN(CCc1ccccc1)C(=O)c1ccc(NC(=O)Cc2cccc(NC(=O)C3CCN(S(=O)(=O)c4cccc([N+](=O)[O-])c4)CC3)c2)cc1
2: CCN(CCO)C(=O)C(c1ccccc1)c1ccccc1
3: CC(CN1CCOCC1)OC(=O)c1ccc2c(c1)OCCO2 (stereo not drawn)
4: CCCn1c(=S)[nH]c2cc(C(=O)N3CCN(C)CC3)ccc2c1=O
5: C[C@H](CO)NC(=O)[C@H](C)[C@H]1C[C@]1(C)[C@H](NC(=O)OCc1ccccc1)c1ccccc1
6: CC(C)C[C@H]1CN=C(N(C)C)N1CCc1cccc(F)c1
7: O=C(CCCc1ccccc1)Nc1ccc(S(=O)(=O)N2CCOCC2)cc1
8: CCc1ccc(S(=O)(=O)/N=C2/C=C(Sc3ncn[nH]3)C(=O)c3ccccc32)cc1
assay / compound	1	2	3	4	5	6	7	8
Neddyl block	i	i	i	i	i	i	i	i
eLon inh	-4.5	-2.3	3.3	13.7*	-8.2	-14.2	5.0	-3.3
FAS TE block	54.6*	-3.4	-5.2	-5.6	-4.0	-14.6	2.9	28.7
PABP1 MLLE inh	18.9	-7.0	-2.3	-10.9	7.3	-11.9	-12.8	46.4*
CSN inh	-1.3	-2.3	6.5	0.4	3.5	2.9	-2.1	19.5
Tb MetRS inh	0.6	-0.9	0.0	0.5	-0.3	-0.1	0.3	1.8
Rin1 Abl inh	-1.3	-0.7	-4.6	-0.6	1.6	3.1	0.2	3.1
MsrA act	-0.7	-3.5	1.4	-0.7	-1.9	0.1	-0.8	6.7
MsrA inhibitor	0.1	0.4	-0.8	0.7	-0.6	-0.4	0.9	nt

9: C#CCNC(=O)C1=C[C@H](c2ccc(Br)cc2)C[C@H](OCc2ccc(CO)cc2)O1
10: Cc1ccc(/C=C/C(=O)N2CC(C)CC(C)C2)o1 (stereo not drawn)
11: O=C(c1cccs1)N1C[C@@H](n2cc(C3CC3)nn2)[C@H](O)C[C@@H]1c1ccccc1
12: CCc1ccc(NC(=O)CS(=O)CC(=O)Nc2ccc(-n3cnnn3)c(C)c2)cc1 (stereo not drawn)
13: O=C1c2c(-c3ccc(Br)cc3)noc2CCN1Cc1cn(Cc2ccccc2)nn1
14: COc1ccc(OC)c(NC(=O)Nc2nc(C(C)N)cs2)c1 (stereo not drawn)
15: COc1cc(OC)c(C(=O)OCC(=O)Nc2ccc(N3CCOCC3)cc2)cc1OC
16: O=C(CCNC(=O)C1CCN(S(=O)(=O)c2ccc(F)cc2)CC1)NCc1ccc(Cl)cc1
assay / compound	9	10	11	12	13	14	15	16
Neddyl block	i	i	i	i	i	i	i	i
eLon inh	-1.4	-0.1	1.6	-2.7	nt	13.5	4.5	-7.0
FAS TE block	1.1	-5.4	-7.3	-1.3	nt	-6.7	-9.1	-9.4
PABP1 MLLE inh	14.1	23.8	13.3	-2.2	nt	-16.1	-9.3	1.4
CSN inh	-1.2	4.9	6.5	-1.7	-2.3	0.3	2.5	-4.7
Tb MetRS inh	-0.1	-0.8	-0.4	0.6	-0.3	0.2	-0.1	-0.1
Rin1 Abl inh	3.1	-0.7	-2.1	0.6	nt	1.3	3.2	1.7
MsrA act	-1.9	-10.4	0.8	0.3	nt	-1.4	-2.6	-1.8
MsrA inhibitor	0.3	1.9	0.4	0.1	1.2	0.5	0.3	0.5

17: CCN(CC)S(=O)(=O)c1ccc2[nH]c(=O)[nH]c2c1
18: CC#CCN(Cc1ccco1)C(=O)C1CCC(=O)N(Cc2ccccc2F)C1 (stereo not drawn)
19: Cc1cccc(COCCN2CCN(S(=O)(=O)c3ccccc3)CCC2=O)c1
20: O=[N+]([O-])c1ccccc1-n1cnc2ccccc21
21: O=C(CN1C(=O)c2cccc3cccc1c23)NCC1CCCO1 (stereo not drawn)
22: O=C(CN1CCC(n2nnc3cc(C(F)(F)F)ccc32)CC1)N1CCc2ccccc21
23: C=CCn1c(SCC(=O)Nc2ccc3c(c2)OCCO3)nc2cc(C(=O)O)ccc2c1=O
24: COC(=O)C1=C(C)N(c2cccc(OC)c2)C(=O)/C1=C\c1ccco1
assay / compound	17	18	19	20	21	22	23	24
Neddyl block	i	i	i	i	i	i	i	i
eLon inh	10.3	-10.4	4.7	-5.1	9.4	-7.3	1.8	-3.3
FAS TE block	-3.2	-3.7	-5.5	-0.9	-3.0	19.9	0.8	0.2
PABP1 MLLE inh	-0.9	5.9	2.8	7.7	-0.5	9.3	7.5	-11.9
CSN inh	-4.3	0.0	-5.2	-14.2	-0.4	-1.3	-3.7	5.5
Tb MetRS inh	-0.5	0.0	-0.3	-1.1	-0.5	-0.7	-0.4	0.3
Rin1 Abl inh	-6.2	2.7	3.0	-1.4	-1.0	-0.1	0.6	-4.8
MsrA act	-1.3	-4.3	-0.1	-11.6	-2.6	-3.7	-2.6	-0.6
MsrA inhibitor	-0.6	-0.3	-0.1	-1.8	-0.6	1.4	0.9	0.7

25: CCCCc1c(C)c2ccc(OCC(C)=O)cc2oc1=O
26: Cc1cc(C)c2c(N)c(C(=O)c3cccc(Cl)c3)sc2n1
27: COc1ccc(OC)c(CNC(=O)COc2cc(=O)n(C)c3ccccc23)c1
28: COCCCN1C(=O)/C(=C/c2ccc(CNS(=O)(=O)c3ccccc3)o2)C(C(=O)OC)=C1C
29: CC(=O)c1ccccc1NC(=O)CCNC(=O)c1ccco1
30: COc1ccc(N(CC(=O)NCc2cccs2)S(=O)(=O)c2cccc(C)c2)cc1
31: COc1cc(CO)c(Br)cc1OCC(N)=O
32: O=C(COC(=O)/C=C/c1ccccc1)NC1CCCCCC1
assay / compound	25	26	27	28	29	30	31	32
Neddyl block	nt	+	i	i	i	i	i	i
eLon inh	-7.3	12.9	4.0	5.3	11.0	-1.1	4.9	-15.9
FAS TE block	-46.7	5.4	-3.4	4.0	-4.5	7.0	-8.6	5.0
PABP1 MLLE inh	-3.4	6.0	7.6	12.9	-9.0	19.4	-2.7	1.8
CSN inh	-3.0	-2.6	12.3	-4.7	-2.2	4.4	1.5	4.4
Tb MetRS inh	-0.6	-0.5	0.4	-0.1	0.2	0.0	-0.1	-0.5
Rin1 Abl inh	-0.7	-7.6	2.5	-1.6	-1.1	1.0	1.0	0.1
MsrA act	-3.4	0.7	-2.2	-0.8	-0.8	-0.2	-1.0	-0.9
MsrA inhibitor	0.8	0.1	-0.5	2.8	1.1	0.1	0.1	-0.1

33: C=CCN1CC(C)/C(=N\O)CC1C (stereo not drawn)
34: COC(=O)c1c(C#N)c(N)nc2c1CCCC2
35: COCCCN1C(=O)C(O)=C(C(=O)c2ccc(C)o2)C1c1cccc(Br)c1 (stereo not drawn)
36: CN(/C=C1/C(=O)CNC1=O)CCO
37: Nc1cnc(Br)cc1Br
38: CCCCOc1ccc(C(=O)N/C(=C\c2cccc([N+](=O)[O-])c2)C(=O)OC(C)C)cc1
39: C#CCOc1ccc(/C=C2/C(=O)N(c3cccc(C(=O)O)c3)N=C2C)cc1OC
40: Cc1cc(C(=O)COC(=O)c2ccco2)c(C)n1Cc1ccco1
assay / compound	33	34	35	36	37	38	39	40
Neddyl block	i	nt	i	i	i	i	i	i
eLon inh	3.5	-10.4	-5.6	3.0	-15.4	-0.4	9.6	-10.6
FAS TE block	-4.8	-2.3	-1.1	-6.2	-7.6	36.7	-7.4	-5.2
PABP1 MLLE inh	-3.8	12.0	8.5	-0.9	13.2	-8.4	12.2	6.4
CSN inh	-1.1	1.6	3.5	-6.0	-3.8	3.9	12.7	-3.1
Tb MetRS inh	0.9	-0.6	-0.3	0.6	-0.7	-2.0	0.0	-1.4
Rin1 Abl inh	-3.5	4.5	-8.8	2.3	0.6	-1.3	16.0*	-1.0
MsrA act	-2.6	-0.4	-2.9	-3.9	-1.9	0.5	-8.7	-9.2
MsrA inhibitor	-1.1	2.1	0.5	-0.7	0.9	1.7	1.0	0.2

41: CC(C)(C)c1ccc(NC(=O)COC(=O)c2ccc(CN3CCCC3=O)cc2)cc1
42: Cc1ccc(CNS(=O)(=O)c2c(N)n(C)c(=O)n(C)c2=O)cc1
43: O=C(O)c1ccccc1C(=O)NNc1cccc(Cl)n1
44: COc1ccc(OC)c(N(CC(=O)N2CCOCC2)S(C)(=O)=O)c1
45: CC(C)(C)CNC(=O)c1cccc2c1C(=O)c1ccc(N3CCCC3)cc1S2(=O)=O
46: COc1cccc(S(=O)(=O)N(C)C[C@@H]2OCc3cnnn3CCCC(=O)N([C@@H](C)CO)C[C@H]2C)c1
47: CCOC(=O)N1CCN(S(=O)(=O)c2ccc(C(=O)NNc3nc4cc(C)cc(C)c4s3)cc2)CC1
48: Cc1c(C(=O)N(Cc2ccccc2)Cc2cccnc2)cnn1-c1ccc(F)cc1
assay / compound	41	42	43	44	45	46	47	48
Neddyl block	i	i	i	i	i	i	i	i
eLon inh	-3.9	-0.7	1.4	8.6	-50.2	6.2	-16.2	10.3
FAS TE block	4.3	-4.2	-9.7	-1.1	-50.5	-11.2	10.5	-1.8
PABP1 MLLE inh	9.7	15.2	11.2	-5.2	i	6.9	-122.5	0.8
CSN inh	-3.3	-2.3	-0.5	-3.5	42.2*	0.1	0.9	1.5
Tb MetRS inh	-0.5	-0.3	0.5	-0.6	-0.3	-1.6	-0.7	0.1
Rin1 Abl inh	3.9	-0.9	-1.9	2.7	-7.1	2.9	1.7	-1.4
MsrA act	-6.1	-4.3	-4.6	-10.3	-0.1	-6.3	-0.8	-3.4
MsrA inhibitor	-0.3	1.5	-0.3	-0.7	0.0	0.8	nt	0.0

3 entries already listed, sorted by heavy-atom count, rising:
43: O=C(O)c1ccccc1C(=O)NNc1cccc(Cl)n1
48: Cc1c(C(=O)N(Cc2ccccc2)Cc2cccnc2)cnn1-c1ccc(F)cc1
46: COc1cccc(S(=O)(=O)N(C)C[C@@H]2OCc3cnnn3CCCC(=O)N([C@@H](C)CO)C[C@H]2C)c1
assay / compound	43	48	46
Neddyl block	i	i	i
eLon inh	1.4	10.3	6.2
FAS TE block	-9.7	-1.8	-11.2
PABP1 MLLE inh	11.2	0.8	6.9
CSN inh	-0.5	1.5	0.1
Tb MetRS inh	0.5	0.1	-1.6
Rin1 Abl inh	-1.9	-1.4	2.9
MsrA act	-4.6	-3.4	-6.3
MsrA inhibitor	-0.3	0.0	0.8

Next structures
49: Nc1ccc(Cl)cc1C(=O)OCC(=O)NC1CCS(=O)(=O)C1 (stereo not drawn)
50: Cc1ccc(CNC(=O)C2CC2c2ccccc2)cc1 (stereo not drawn)
51: CC(C)c1ccccc1OCC(=O)NCC(c1cccs1)N1CCOCC1 (stereo not drawn)
52: Nc1cc(=O)[nH]c(SCCSc2ccc(F)cc2)n1
53: COc1ccc(/C=C2\CCn3c2nc2cc(C(=O)O)ccc2c3=O)cc1O
54: C=CC[C@H](CC(=O)OC(C)(C)C)C(=O)OC[C@H]1CCCN1C(=O)[C@H](CC=C)CC(=O)N(CCO)Cc1ccccc1
55: CC(C)c1ccc(NC(=O)C2Cc3c(-c4ccccc4Oc4ccccc4)ccnc3O2)cc1 (stereo not drawn)
assay / compound	49	50	51	52	53	54	55
Neddyl block	nt	i	i	i	i	i	i
eLon inh	2.5	-7.9	-5.0	12.8	-4.9	-4.0	13.4
FAS TE block	-4.2	-5.7	7.5	-0.6	-9.4	-0.9	21.1
PABP1 MLLE inh	1.1	-15.8	2.8	2.1	-4.6	3.0	0.9
CSN inh	2.4	-7.0	1.8	2.4	-6.2	1.9	-2.1
Tb MetRS inh	0.2	-0.6	-0.8	-0.4	-0.1	-0.6	0.0
Rin1 Abl inh	-4.5	1.6	-0.6	3.5	-3.5	4.5	0.9
MsrA act	-6.8	-1.2	-0.6	-4.0	5.5	-4.8	-0.4
MsrA inhibitor	0.3	-0.8	-1.4	-1.0	4.1	0.2	1.1
